Screening results (PubChem)
EP2 antag: human EP2 receptor antagonists, primary screen, TR-FRET cAMP, C6 glioma cells | Prostaglandin E2 receptor EP2 subtype (Homo sapiens), P43116 | C6 glioma cells expressing human EP2; cells stimulated with saturating PGE2 | inhibition, % at 25 µM | 0.52% of 260,000 active | AID 1422, 2008;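 active = percent inhibition above 40 after rounding to a whole number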;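 note: rat C6 glioma host cells with rolipram phosphodiesterase inhibitor present; the protocol text gives 20 µM as final concentration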
Target sequence (P43116 whole entry, looked up): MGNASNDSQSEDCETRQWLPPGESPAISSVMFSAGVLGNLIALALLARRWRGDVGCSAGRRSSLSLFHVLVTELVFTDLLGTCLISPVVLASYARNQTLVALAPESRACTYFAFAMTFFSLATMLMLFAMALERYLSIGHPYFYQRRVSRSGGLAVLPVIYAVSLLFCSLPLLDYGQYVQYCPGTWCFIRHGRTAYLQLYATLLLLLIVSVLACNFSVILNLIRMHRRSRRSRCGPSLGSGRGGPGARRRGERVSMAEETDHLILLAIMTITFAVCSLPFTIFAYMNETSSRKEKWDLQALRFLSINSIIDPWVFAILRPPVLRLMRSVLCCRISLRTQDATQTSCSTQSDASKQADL
zfTRPN1 agonist: zebrafish TRPN1 channel agonists, primary screen, cell-based, HEK293, calcium fluorescence; transient receptor potential cation channel N1 (TRPN1/NompC), Danio rerio; HEK293 zebrafish TRPN1-YFP, Fluo-8 calcium fluorescence; 100% = response to 87 µM carbachol; activation, % at 3 µM; 0.18% of 220,000 active;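 active = activation above its plate's cutoff, the mean activation of test wells on that plate plus 3 SD, cut at about 19% in these data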;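 note: 0% = DMSO alone and 100% = 87 µM carbachol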
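Material: zebrafish TRPN1-YFP in HEK293 cells. Doses: one dose of 3 µM, 0.3% DMSO. Incubation: dye 1 h 37 °C plus 30 min RT. Measured by: intracellular calcium fluorescence with Fluo-8.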
NPY Y1 blocker: NPY-Y1 receptor antagonists, primary screen, cell-based | Neuropeptide Y receptor type 1 (Homo sapiens), P25929 | HEK293-CNG Y1 cells, membrane potential fluorescence; NPY at EC95, then isoproterenol | inhibition, % at 3.6 µM | 1% of 200,000 active | AID 1040, 2008;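 active = inhibition above the campaign mean inhibition of all tested compounds plus 3 SD, cut at about 20% in these data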;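 note: 0% = DMSO wells given NPY plus isoproterenol and 100% = isoproterenol alone without NPY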
Target sequence (P25929 whole entry, looked up): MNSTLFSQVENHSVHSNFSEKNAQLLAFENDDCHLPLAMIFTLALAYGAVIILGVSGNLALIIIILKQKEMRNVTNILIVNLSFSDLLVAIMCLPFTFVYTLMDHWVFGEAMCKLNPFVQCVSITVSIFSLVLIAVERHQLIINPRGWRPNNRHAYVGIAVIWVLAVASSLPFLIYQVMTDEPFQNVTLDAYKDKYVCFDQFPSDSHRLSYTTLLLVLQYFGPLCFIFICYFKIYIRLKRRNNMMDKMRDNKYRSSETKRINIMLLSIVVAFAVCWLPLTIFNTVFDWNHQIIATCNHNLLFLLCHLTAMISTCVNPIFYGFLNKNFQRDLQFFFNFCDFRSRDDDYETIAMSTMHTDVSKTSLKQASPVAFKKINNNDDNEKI
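Material: Y1- and CNG-channel-expressing HEK293 cells / Probe or stimulus: NPY 25 nM then isoproterenol 1 µM plus Ro 20-1724 25 µM / Doses: 3.6 µM single dose, DMSO 0.4% / Schedule: compound incubation 1 h at room temperature, readout 45 min post-stimulation / Signal: membrane potential fluorescence / Benchmarks: isoproterenol-only wells as full block versus NPY-plus-isoproterenol wells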
14-3-3 Bad inh: inhibitors of 14-3-3 zeta/Bad binding, primary screen, biochemical, TR-FRET, bovine 14-3-3 zeta. 0.71% of 220,000 active. TR-FRET 14-3-3zeta/Dy647-pBad peptide displacement, 1 h. 14-3-3 protein zeta/delta (Bos taurus), P63103. inhibition, % at 21.7 µM;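 active = inhibition above about 70%, limit read from the data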;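 note: 0% = full 14-3-3 plus peptide FRET controls and 100% = background without 14-3-3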
Target sequence (P63103 whole entry, looked up): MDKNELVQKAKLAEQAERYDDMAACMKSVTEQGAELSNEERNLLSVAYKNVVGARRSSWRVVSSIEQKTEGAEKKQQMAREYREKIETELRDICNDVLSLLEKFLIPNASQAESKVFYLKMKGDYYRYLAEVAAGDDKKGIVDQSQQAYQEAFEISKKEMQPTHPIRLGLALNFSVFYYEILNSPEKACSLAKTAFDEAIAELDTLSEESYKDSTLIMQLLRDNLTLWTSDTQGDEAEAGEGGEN
PPC-1+TRAIL kill: compounds killing PPC-1 cancer cells with TRAIL present, primary screen, TRAIL potentiator project, ATPLite luminescence, uHTS; cell killing (% activity), % at 4 µM; AID 1443, 2008; PPC-1 cells + TRAIL, ATPLite viability luminescence; 0.41% of 220,000 active;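 active = cell killing above 50% in the first pass at 4 µM, then a duplicate retest at 5 µM averaging 50% or more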;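 note: plate controls were cells with TRAIL plus DMSO for no effect and medium-only wells lacking cells for full effect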
EP2 mod: EP2 receptor modulators, cAMP readout, primary screen, cell-based, HTRF cAMP, PGE2 stimulation; EP2-expressing cells, cAMP HTRF FRET, PGE2 co-stimulation; induction, % at 25 µM; Prostaglandin E2 receptor EP2 subtype (Homo sapiens), P43116; 0.83% of 260,000 active; AID 940, 2007;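 active = compounds whose cAMP rise, as percent of the full-agonist control response, exceeds 60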;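 note: rat C6 glioma line stably carrying human EP2 under a CMV promoter; the protocol text gives 20 µM as final concentration; 100% = response of wells given 1 µM PGE2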
CHOP inhibitor: inhibitors of CHOP promoter induction, primary screen, cell-based, unfolded protein response, luciferase reporter; AID 2732, 2010; 3.8% of 220,000 active; inhibition, % at 10 µM; CHO-K1 CHOP-promoter luciferase, tunicamycin-induced, 15-18 h;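 active = compounds that reduced the stress-induced luciferase reporter signal by more than about 70% of percent inhibition, limit read from the data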;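 note: 0% = tunicamycin plus vehicle and 100% = wells without tunicamycin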
NPY-Y1 PAM-ag: NPY-Y1 receptor potentiators or agonists, primary screen, cell-based | activation, % at 3.6 µM | AID 1304, 2008 | NPY-Y1 expressing cells, potentiator/agonist activation | Neuropeptide Y receptor type 1 (Homo sapiens), P25929 | 0.37% of 220,000 active; in the data active = activation above about 33%, passing the limit was not always enough;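 note: cells stimulated with NPY at EC10 then isoproterenol at EC100; 0% = low agonist plus stimulus and 100% = saturating agonist plus stimulus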
TRPML3 agonist: human TRPML3 channel agonists, primary screen, cell-based, HEK293 TRPML3-YFP, Fluo-8 calcium fluorescence, 3 µM; Mucolipin-3 (Homo sapiens), Q8TDD5; 0.29% of 220,000 active; 100% = the carbachol control signal; AID 1448, 2008; activation, % at 3 µM;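 active = activation above its plate's cutoff, the mean activation of the plate's test wells plus 3 SD, cut at about 12% in these data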;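 note: 0% = DMSO only wells and 100% = carbachol wells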
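Material: TRPML3-YFP stable HEK293 cells | Dosing: One concentration, 3 µM nominal, 0.3% DMSO | Timing: 125 s total fluorescence read per well | Technique: Fluo-8 calcium dye fluorescence, ex 470-495, em 515-575 nm | Measure: Percent activation from peak-to-basal fluorescence ratio, scaled between DMSO and carbachol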
* = called active by the depositor; . = no result given; & = joins results of further samples; [ ] = another dose, or the depositor's remark. An excerpt, so the mix of outcomes need not match the whole.

cpd	SMILES	EP2 antag	zfTRPN1 agonist	NPY Y1 blocker	14-3-3 Bad inh	PPC-1+TRAIL kill
1	CCn1cc(C(=O)OCC(=O)c2cc(C)n(-c3ccccc3F)c2C)c(=O)c2ccc(C)nc21	2	-1.7	9	-17[fluorescence artefact?]	16
2	CC(=O)c1cc(C(=O)Nc2ccccc2C(=O)O)oc1C	13	0.0	-5	15[fluorescence artefact?]	-22
3	O=C1CCN(S(=O)(=O)c2ccc(Cl)cc2)CCN1	6	1.2	.	-4	4
4	COCC(C)NC(=O)CCSc1nc(-c2ccc(OC)cc2)cc(C(F)(F)F)n1 (configuration not stated)	8&13	-1.7	-5	4[fluorescence artefact?]	32
5	CSc1nc2c(c(=O)[nH]1)C(c1ccncc1)C(C(=O)OC(C)C)=C(C)N2 (configuration not stated)	8	1.2	-6	29	-7
6	COc1ccc(N/C=C2\CCOC2=O)cc1	6	0.5	5	-4	-9
7	Cn1cnnc1SCC(=O)NCc1cccc(C(F)(F)F)c1	6	-0.1	3	3	16
8	COC(=O)c1cn(CCOc2ccccc2F)c2ccccc12	-1	-0.1	8	-2	2
9	O=C1CCC([N+](=O)[O-])C(c2cccc3ccccc23)N1 (configuration not stated)	6	2.1	6	-7	15
10	CCOC(=O)C(=CNc1ccc(NC2=NCC(C)(C)S2)cc1)C(=O)OCC	5	-1.2	.	3	20

cpd	EP2 mod	CHOP inhibitor	NPY-Y1 PAM-ag	TRPML3 agonist
1	12	31	-23	0.0
2	-9	-7	-15	0.1
3	-10	4	15	0.4
4	-110&-69	17	-46	0.2
5	5	4	17	0.7
6	-6	38	-3	1.4
7	32	-51	-8	0.6
8	20	-10	8	0.2
9	-5	-6	-15	1.3
10	21	-9	17	-1.1

(continued)
cpd	SMILES	EP2 antag	zfTRPN1 agonist	NPY Y1 blocker	14-3-3 Bad inh	PPC-1+TRAIL kill
11	COC(=O)COc1ccc(C2NC(=O)NC(c3ccccc3)=C2C(C)=O)cc1OC (configuration not stated)	9&7	0.8	0	-17	-12
12	O=C1NC2(CCCCCC2)N=C1c1ccc(Br)cc1	5	0.5	5	-20	12
13	CC(=O)c1cccc(NC(=O)CCOc2ccccc2)c1	14	1.5	-3	-4	21
14	CCNc1cc(Cl)nc(SC)n1	.	-0.4	7	-14	17
15	Cc1ccc(CNS(=O)(=O)c2c(C)n(C)c(=O)n(C)c2=O)cc1	8	0.2	.	0	-4
16	Cc1cccc(OCC(=O)OCC(=O)c2c(N)n(C)c(=O)n(C)c2=O)c1C	10	-0.3	-2	4	44
17	O=C(COC(=O)c1n[nH]c2ccccc12)Nc1ccc(Cl)cc1[N+](=O)[O-]	7	-1.2	12	4	18
18	Cc1c(NC(=O)CSCc2ccc(Br)cc2)c(=O)n(-c2ccccc2)n1C	3	-0.7	-5	-1	-24
19	CC(C)CC(NC(N)=O)C(=O)Nc1ccc(Cl)c(Cl)c1 (configuration not stated)	8	1.0	1	1	14
20	CC(=O)c1cnc2sccn2c1=O	7	-1.9	3	16	2

cpd	EP2 mod	CHOP inhibitor	NPY-Y1 PAM-ag	TRPML3 agonist
11	-8&-11	-1	-2	1.0
12	-21	17	10	1.4
13	-16	39	2	-0.3
14	26	20	7	0.5
15	-7	7	-13	0.4
16	8	58	-10	0.7
17	-62	-2	-14	1.4
18	-2	11	-3	0.0
19	-25	-6	3	-0.6
20	26	13	17	0.2

Further structures.
cpd	SMILES	EP2 antag	zfTRPN1 agonist	NPY Y1 blocker	14-3-3 Bad inh	PPC-1+TRAIL kill
21	Cc1ccc(-c2nnc(N3CCN(C(=O)COc4cccc(C)c4)CC3)c3ccccc23)cc1	3	-2.8	.	2	3
22	CC(C)NC(=O)C1CC(=O)N(c2ccc(F)c(Cl)c2)C1 (configuration not stated)	16	-0.6	3	-9	7
23	O=C(c1ccc2c(c1)OCO2)N1CCC2(CC1)Oc1ccc(F)cc1C(=O)C21CC(c2ccc(Cl)cc2)=NO1 (configuration not stated)	11	.	.	-1	2
24	CCOC(=O)c1cnc(Nc2nc3ccccc3o2)nc1CSc1ncccn1	12	-0.5	-2	.	.
25	O=C1CCCC/C1=C\Nc1ccc(O)cc1	3	-0.4	1	-5	20
26	C=CCSc1nnc(NC(=O)c2ccc(S(=O)(=O)NCC3CCCO3)cc2)s1 (configuration not stated)	5	0.0	-4	0[fluorescence artefact?]	1
27	O=C(CSc1nnc(Cc2ccccc2)o1)NCc1ccc2c(c1)OCO2	11	-0.3	9	-8	4
28	COC(=O)C1=C(C(=O)OC)SC(=C2C(=S)C(C)(C)N(C(=O)CC(C)C)c3ccccc32)S1	8	-1.2	5	4	7
29	COc1ccc(S(=O)(=O)N(CCC#N)Cc2ccco2)cc1OC	18	0.2	.	-10	0
30	Cc1ccc(Nc2nnc(SC3CCOC3=O)s2)c(C)c1 (configuration not stated)	13	-0.8	-1	80*	5

cpd	EP2 mod	CHOP inhibitor	NPY-Y1 PAM-ag	TRPML3 agonist
21	-44	37	-12	-1.4
22	15	6	-6	-0.1
23	33	18	.	.
24	.	.	3	0.9
25	15	12	-11	0.2
26	26	-17	-3	0.8
27	0	1	-11	0.8
28	8	56	-6	0.1
29	-15	9	-17	0.8
30	-10	-7	-4	0.2

Next section:
cpd	SMILES	EP2 antag	zfTRPN1 agonist	NPY Y1 blocker	14-3-3 Bad inh	PPC-1+TRAIL kill
31	CC(C)CCNc1cc(=O)n(C)c(=O)n1C	15	1.2	-3	-4	-11
32	Cc1cc2nc(-c3ccc(SCC(=O)Nc4nccs4)nc3)[nH]c2cc1C	10	0.8	-3	16	25
33	O=C1C2C3C=CC(CO)(O3)C2C(=O)N1c1ccc(-c2ccccc2)cc1 (configuration not stated)	10	2.2	-5	.	-1
34	COC(=O)c1cc(C(=O)OC)cc(N2C(=O)CN=C2Nc2nc(C)cc(C)n2)c1	17	1.4	-4	4[fluorescence artefact?]	27
35	O=C(Nc1nc(NC(=O)c2ccco2)n(-c2ccccc2)n1)c1ccccc1	6	1.0	-3	-8	7
36	Cc1cc2c(c(N)n1)c(=O)oc1ccccc12	-2	0.1	5	2	4
37	Nc1nc(SCC(=O)NCCc2ccccc2)[nH]c(=O)c1-c1ccccc1	3	1.4	6	-12	-7
38	O=C(c1ccc(NS(=O)(=O)c2ccccc2)cc1)N1CCCC1	7	0.3	0	-8	10
39	COCCCNC(=O)c1ccc(N(C)S(=O)(=O)c2ccc(OC)cc2)cc1	5	0.6	-1	0	31
40	CC1=C(C(=O)N2CCCC(C(=O)c3cccc(C(F)(F)F)c3)C2)OCCO1 (configuration not stated)	6	2.9	3	-2	21

cpd	EP2 mod	CHOP inhibitor	NPY-Y1 PAM-ag	TRPML3 agonist
31	14	-13	13	1.0
32	-5	57	2	-0.5
33	.	.	-8	0.3
34	2	16	-3	0.4
35	19	106*	-10	1.0
36	11	-12	-2	0.3
37	20	3	5	-0.1
38	16	0	10	-0.1
39	0	11	-6	-0.6
40	-49	10	-3	2.3

Given as a markdown table: entries from further up.
| item | mol | EP2 antag | zfTRPN1 agonist | NPY Y1 blocker | 14-3-3 Bad inh | PPC-1+TRAIL kill | EP2 mod | CHOP inhibitor | NPY-Y1 PAM-ag | TRPML3 agonist |
| --- | --- | --- | --- | --- | --- | --- | --- | --- | --- | --- |
| 34 | COC(=O)c1cc(C(=O)OC)cc(N2C(=O)CN=C2Nc2nc(C)cc(C)n2)c1 | 17 | 1.4 | -4 | 4[fluorescence artefact?] | 27 | 2 | 16 | -3 | 0.4 |
| 35 | O=C(Nc1nc(NC(=O)c2ccco2)n(-c2ccccc2)n1)c1ccccc1 | 6 | 1.0 | -3 | -8 | 7 | 19 | 106* | -10 | 1.0 |

Going on with the list.
cpd	SMILES	EP2 antag	zfTRPN1 agonist	NPY Y1 blocker	14-3-3 Bad inh	PPC-1+TRAIL kill
41	O=C(Cc1c(C(=O)O)[nH]c2ccccc12)Nc1ccc2c(c1)OCO2	2	1.0	16	10	14
42	CC(=O)c1nn(-c2ccccc2)cc1C(=O)c1ccc(Br)cc1	4	0.1	2	0	-12
43	O=C1OCc2cc(-n3cccc3)ccc21	11	0.5	1	-5	18
44	CC1(C)CN(c2ccc(N3CC(C)(C)C3=O)cc2)C1=O	3	1.1	1	-5	16
45	Cc1c(C(c2ccc([N+](=O)[O-])cc2)c2c(C)n(C)n(-c3ccccc3)c2=O)c(=O)n(-c2ccccc2)n1C	7	0.1	-1	2	18
46	COc1ccc2cc(-c3cc(C(=O)OCC(=O)NC4CCS(=O)(=O)C4)c4ccccc4n3)ccc2c1 (configuration not stated)	10	1.7	-1	-3	95*
47	CCCc1cc2c(=O)c(-c3ccccn3)coc2cc1OC	5	-0.8	3	19	3
48	Cn1c(N)c(C(=O)CSc2nc(N)cc(N)n2)c(=O)n(C)c1=O	6	1.2	-2	-9	16
49	O=C1c2cccnc2C(=O)N1CNc1ccc(Cl)cc1	2	0.6	3	-2	-3
50	Cc1cccc(N2CCN(C(=O)Cc3ccc(-n4c(=O)[nH]c5ccsc5c4=O)cc3)CC2)c1C	3	-0.6	-6	-17	6
51	C(=C\c1nc(N2CCCC2)c2ccccc2n1)/c1ccccc1	10	-1.3	14	1	24
52	COCCN1C(=O)C(O)=C(C(=O)c2ccco2)C1c1cccc(Oc2ccccc2)c1 (configuration not stated)	30	-1.6	9	12	10
53	O=C(Nc1cccc(NC(=O)C2C3CC4OC(=O)C2C4C3)c1)c1ccccc1 (configuration not stated)	8	0.4	2	-6	3

cpd	EP2 mod	CHOP inhibitor	NPY-Y1 PAM-ag	TRPML3 agonist
41	21	-9	6	0.2
42	16	67	-7	0.8
43	-20	16	-1	0.8
44	10	-12	7	1.3
45	0	-3	-6	-0.1
46	-35	-1	-9	0.4
47	49	33	-2	-0.4
48	4	14	13	1.4
49	5	11	-3	0.6
50	11	11	11	-0.1
51	11	25	-30	-0.2
52	12	7	-20	-1.1
53	18	28	23	-0.4
